Screening results (PubChem)
PTHR1 agonist = agonists of human PTHR1 parathyroid hormone receptor; Q03431; HEK293 GP2 PTHR1 cells, GloSensor cAMP luminescence, 1 h; Potency, µM (top dose mostly 115 µM), for inactives: at the highest dose activation, actives largely listed as activators; actives 0.075% (n = 410,000); AID 743266; note: potency is the fitted concentration of half-maximal effect; nearly all actives have a fitted effect of over 55% in size; some results filed as inactive show a strong effect at the top dose; inactives centre near -15; many of its hits are not listed in these tables
Target sequence (Q03431 whole entry, looked up): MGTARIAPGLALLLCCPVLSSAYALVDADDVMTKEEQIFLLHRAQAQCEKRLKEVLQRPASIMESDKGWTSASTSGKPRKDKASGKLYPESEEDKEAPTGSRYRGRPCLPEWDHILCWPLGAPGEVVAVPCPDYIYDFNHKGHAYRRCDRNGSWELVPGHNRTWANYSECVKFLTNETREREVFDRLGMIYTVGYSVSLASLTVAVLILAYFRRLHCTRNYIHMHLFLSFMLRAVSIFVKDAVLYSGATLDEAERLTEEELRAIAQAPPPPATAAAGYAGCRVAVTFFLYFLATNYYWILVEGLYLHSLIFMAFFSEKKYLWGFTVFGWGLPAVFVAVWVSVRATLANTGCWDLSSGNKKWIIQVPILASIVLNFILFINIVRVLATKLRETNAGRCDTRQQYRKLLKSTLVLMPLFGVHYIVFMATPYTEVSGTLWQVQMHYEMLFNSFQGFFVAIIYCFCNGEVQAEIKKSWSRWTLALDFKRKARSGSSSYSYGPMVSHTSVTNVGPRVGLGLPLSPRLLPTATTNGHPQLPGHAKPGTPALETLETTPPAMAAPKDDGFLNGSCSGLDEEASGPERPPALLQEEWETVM
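HEK-293-derived GP2 cells expressing PTHR1 and a GloSensor cAMP reporter, 3,000/well, plated overnight, given luciferin plus IBMX (each 0.5 mM as added) for 1 h at 37 °C, then compound for 1 h at 37 °C. Luminescence was read after 15 min at room temperature.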
Abeta rescue = compounds reversing amyloid beta toxicity in yeast; yeast expressing A-beta42, growth rescue, OD600, 48 h; response scale: 0% DMSO, 100% iron-clioquinol control; Potency, µM (highest dose often 46.1 µM), for inactives: top-dose growth rescue, most hits filed as activators; actives 0.063% (n = 410,000); AID 1347071; note: potency is the fitted concentration of half-maximal effect; nearly all actives have a fitted effect of over 55% in size
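Growth rescue measured by 600 nm absorbance after 48 h yeast culture at 30 C with compound. Values normalized between DMSO and an equimolar ferric chloride plus clioquinol control.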
Akt phos inh = inhibitors of Akt phosphorylation. Neuro2A IGF-stimulated pAkt S473 HTRF, 20 min; stronger effect = lower value. activity change, % for hits at 50 µM. actives 0.32% (n = 360,000). AID 651550; in the data active = activity change below about -80%; inconclusive = mostly about -51% to -80%; note: % is set by controls: 0 for no effect and ±100 for the full control effect
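Neuro2A cells in DMEM with 0.5% FBS, overnight at 37 deg C, given compound at single 50 µM final, then IGF (6 nM final) for 20 min at 37 deg C. Lysed; phospho-Akt Ser473 by HTRF after 24 h, 665/615 ratio.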
FUS suppressor = FUS proteinopathy suppression in yeast; Potency, µM (series often up to 76.6 µM), without a hit: at the highest dose growth rescue (activation), hits mostly activators; actives 0.24% (n = 390,000); AID 1347120; S. cerevisiae FUS-expressing, growth rescue, OD600, 24 h;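 note: potency is the fitted concentration of half-maximal effect; plate controls were DMSO vehicle for no effect and reference control for full effect; nearly all actives have a fitted effect of over 55% in size; some results filed as inactive show a strong effect at the top dose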
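Yeast FUS proteinopathy model; galactose-induced FUS (2%), starting OD 0.005. Cpds in dilution series, 24hr, 30C, 99% humidity. Abs 600 nm growth. Pos ctrl CP55940 (top 92uM final); neg ctrl DMSO.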
MmCpn inh = inhibitors of Methanococcus maripaludis chaperonin (MmCpn). purified Mm-Cpn ATPase, ADP Transcreener TR-FRET. Potency, µM (titrated, usually from 76.9 µM), without a hit: top-dose activity, negative = inhibition, usual class: inhibitors. actives 0.031% (n = 330,000). AID 504842; note: potency is the fitted concentration of half-maximal effect; % is set by controls: 0 for no effect and ±100 for the full control effect; nearly all actives have a fitted effect of over 80% in size
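TR-FRET (320 nm excitation; 590 and 665 nm emission) reports ADP made from 10 uM ATP by 25 nM enzyme; compounds were preincubated 10 min, reaction run 30 min, both at 37°C.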
aSyn yeast inh = alpha-synuclein toxicity inhibition in yeast | Yeast expressing alpha-synuclein, growth rescue, BacTiter-Glo, 24 h | Potency, µM (doses to about 46.1 µM), inactives show top-dose growth rescue (activation), most hits filed as activators | actives 0.14% (n = 370,000) | AID 652106; note: potency is the fitted concentration of half-maximal effect; % of control where 0% means no effect; nearly all actives have a fitted effect of over 65% in size
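Rescue of yeast growth: cells expressing toxic alpha-synuclein, induced in galactose at OD600 0.02, incubated with compound 24 h at 30 C. ATP luminescence quantified growth; inhibitors of toxicity appear as activators.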
TDP-43 yeast inh = TDP-43 toxicity inhibition in yeast. TDP-43 expressing yeast growth rescue, BacTiter-Glo, 24 h. Potency, µM (titrated, usually from 46.1 µM), inactives show at the top dose growth rescue (activation), usual class: activators. actives 1.8% (n = 410,000). AID 652104; note: potency is the fitted concentration of half-maximal effect; % of control where 0% means no effect; nearly all actives have a fitted effect of over 50% in size
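In this qHTS, compounds that restore growth of yeast expressing TDP-43 appear as activators. Cells (OD600=0.02, galactose medium, raffinose-pregrown) are incubated with compound 24 hr at 30 deg C and growth is quantified by BacTiter-Glo.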
GLP1R inv ag = inverse agonists of human GLP-1 receptor; P43220; HEK293 GLP-1R CRE-luciferase, luminescence, 24 h; GLP-1R form is constitutively active; Potency, µM (series often up to 38.3 µM), for the others: top-dose activity change, negative = inhibition, most hits filed as inhibitors; actives 1.6% (n = 410,000); note: potency is the fitted concentration of half-maximal effect; % is set by controls: 0 for no effect and ±100 for the full control effect; nearly all actives have a fitted effect of over 55% in size
Target sequence (P43220 whole entry, looked up): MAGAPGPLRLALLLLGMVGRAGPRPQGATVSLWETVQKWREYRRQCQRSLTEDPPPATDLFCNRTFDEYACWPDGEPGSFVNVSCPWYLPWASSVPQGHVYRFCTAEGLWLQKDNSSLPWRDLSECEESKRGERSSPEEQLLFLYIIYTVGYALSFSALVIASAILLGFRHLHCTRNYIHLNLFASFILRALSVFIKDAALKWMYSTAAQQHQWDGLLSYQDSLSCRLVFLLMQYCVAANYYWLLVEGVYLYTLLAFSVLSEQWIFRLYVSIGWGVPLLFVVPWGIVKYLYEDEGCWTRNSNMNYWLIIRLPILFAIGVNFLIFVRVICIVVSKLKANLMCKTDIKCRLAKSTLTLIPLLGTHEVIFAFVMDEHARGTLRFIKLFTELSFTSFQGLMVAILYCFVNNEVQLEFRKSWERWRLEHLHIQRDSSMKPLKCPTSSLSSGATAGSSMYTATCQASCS
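Readout was luciferase luminescence, measured 12 min after detection reagent at room temperature. Beforehand, GLP-1R reporter HEK293 cells had sat 12 h, then received compounds for 24 hr at 37 deg C.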
GLP1R cytotox = cytotoxicity counter-screen for GLP-1 receptor inverse agonists | Potency, µM (doses to about 38.3 µM), for inactives: top-dose activity change, negative = inhibition, actives largely listed as inhibitors | AID 624418 | HEK293 cAMP-luciferase reporter cells, luminescence, 24 h | actives 0.13% (n = 410,000);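 note: loss of luciferase light is scored as toxicity; potency is the fitted concentration of half-maximal effect; % is set by controls: 0 for no effect and ±100 for the full control effect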
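MLSMR compounds, 24 hr on cells at 37 deg C/5% CO2; luminescence after luciferase reagent (12 min RT). Inhibition counted as the undesired cytotoxic outcome.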
* = called active by the depositor; i = inactive; ? = inconclusive; · = no result given; [ ] = dose if it differs, or a comment. Unless noted, calls come from the whole dose curve; as a rule, active = well fitted curve in the direction sought with a large enough effect; inconclusive = small, poorly fitted or top-dose-only effect, or another doubt; inactive = no such curve, though single readings can be large; an effect the other way counts as inactive or inconclusive. These rows are one share of the data (hit frequency here may not be typical).

SMILES	PTHR1 agonist	Abeta rescue	Akt phos inh	FUS suppressor	MmCpn inh	aSyn yeast inh	TDP-43 yeast inh	GLP1R inv ag	GLP1R cytotox
Cc1ccc(S(=O)(=O)N2CCCc3cc(NS(=O)(=O)c4ccc(F)c(C)c4)ccc32)cc1	-41%[inhibitor]	14%	·	35%	·	·	0%[9.22 µM]	?	-23%
COc1cccc(/C=N/NC(=O)c2[nH]c(C)c(C(=O)N/N=C/c3cccc(OC)c3)c2C)c1	-52%[inhibitor]	13%	i	32%	-1%	1%	8%	-8%	10%[1.53 µM]
CCC(=O)N1CCc2cc(S(=O)(=O)NC(C(=O)NC3CCCc4ccccc43)C(C)C)ccc21 (configuration not stated)	i	-5%	i	22%	-1%	-2%	-14%	-3%	15%[1.53 µM]
Cc1cccc(OCC(=O)NC2CCCC2)c1	i	-2%	i	7%	2%	-1%	-13%	1%	11%
CN1CCN(c2oc(-c3cccs3)nc2S(=O)(=O)c2ccccc2)CC1	i	-7%	i	·	0%	10%	8%	-9%	-3%
Cc1ccccc1-c1noc(CCC(=O)NCC2CCCO2)n1 (configuration not stated)	-2%	1%	i	17%	-3%	4%	-1%	-4%	0%
CC(=O)N1CCOc2ccc(S(=O)(=O)N(C)c3cccc(C)c3)cc21	-6%	-7%	·	0%	1%	10%	-2%	?	7%
CCOc1ccc(N2C(=O)CCC2=O)cc1	i	-11%	i	12%	0%	-18%	4%	5%	9%
Nc1ncc([N+](=O)[O-])c(N2CCCCCC2)n1	-65%[inhibitor]	-7%	i	6%	2%	-2%	4%	?	-8%
CC(O)[C@H]1CNCCN1CCc1cc(C(F)(F)F)cc(C(F)(F)F)c1 (some centres not stated)	-14%	3%	i	-9%	0%	-2%	-15%	-10%	-13%
CCOC(=O)NCc1ccc2[nH]c(C)cc2c1	i	-3%	i	24%	0%	-4%	8%	16%	-15%
CC(=O)Nc1ccc(S(=O)(=O)N(C)CC(=O)N/N=C/c2cccc(O)c2)cc1	i	1%	i	34%	3%	-1%	1%[9.22 µM]	-4%[7.66 µM]	0%[7.66 µM]
O=C(Nn1c(-c2ccccc2)nc2ccccc2c1=O)c1ccco1	i	7%	·	11%	1%	-3%	0%	1%	-8%
NC(=O)c1nsc(C(=O)N(c2ccccc2)C(C(=O)NC2CCCC2)c2ccncc2)c1N (configuration not stated)	?	2%	i	12%	-2%	-4%	-18%	5%	2%
CCN1CCN(S(=O)(=O)c2ccc(C)c([N+](=O)[O-])c2)CC1	-17%	-1%	i	6%	1%	3%	11%	2%	0%
Cc1ccc(CNC(=O)CN(C2CCCCC2)S(C)(=O)=O)cc1	i	-4%	i	-11%	-1%	0%	-6%	0%	-2%
Cc1nc2ncnn2c(N2CCCC(C(=O)Nc3ccc4c(c3)CCC4)C2)c1C (configuration not stated)	i	3%	i	39%	1%	7%	-4%	0%	-10%
Cc1ccccc1-n1c(=O)cc(NCC2CCCO2)[nH]c1=O (configuration not stated)	?	-8%	i	-7%	-2%	-6%	-1%	1%	-4%
COc1cc(NC(=O)C(C)Oc2ccccc2)ccc1NC(=O)COc1ccccc1 (configuration not stated)	-10%	15%	i	·	1%	3%	-14%	?	2%
CCCNC(=O)c1cc(C2CCCCN2S(=O)(=O)c2cccc3cccnc23)on1 (configuration not stated)	-1%	5%	i	4%	·	0%	18%	26%	-5%
C#CCOCCOCCOCCNc1nc(N2CCN(C(=O)[C@H]([C@@H](C)CC)n3cc(CCC(=O)O)nn3)CC2)nc(N2CCN(C(=O)[C@H](CCCCN)n3cc(CC(C)O)nn3)CC2)n1 (some centres not stated)	-14%	-2%	i	0%	·	-11%	-8%	11%	2%
Cn1c(=O)cc(OCC(=O)NCCCN2CCN(Cc3ccccc3)CC2)c2ccccc21	-23%	1%	i	-19%	1%	1%	0%	-3%	3%
Cc1ccc(NC(=O)CSc2nnc(Cn3c(=O)sc4ccccc43)n2C)cc1	18%	-9%	i	-12%	1%	14%	-14%	-4%	1%
Cc1ccc(N2C(=O)C3C4C=CC(CC4)C3C2=O)cc1Br (configuration not stated)	-4%	2%	i	-6%	0%	-2%	-4%	?	1%
CC(=O)CCc1oc2ccccc2c1-c1ccccc1	-12%	11%	i	2%	-18%	-3%	?	?	1%

Continued (3 carried over from the part before).
SMILES	PTHR1 agonist	Abeta rescue	Akt phos inh	FUS suppressor	MmCpn inh	aSyn yeast inh	TDP-43 yeast inh	GLP1R inv ag	GLP1R cytotox
Cc1ccc(NC(=O)CSc2nnc(Cn3c(=O)sc4ccccc43)n2C)cc1	18%	-9%	i	-12%	1%	14%	-14%	-4%	1%
Cc1ccc(N2C(=O)C3C4C=CC(CC4)C3C2=O)cc1Br (configuration not stated)	-4%	2%	i	-6%	0%	-2%	-4%	?	1%
CC(=O)CCc1oc2ccccc2c1-c1ccccc1	-12%	11%	i	2%	-18%	-3%	?	?	1%
CC1CC(NC(=O)C2(C)CC2(Cl)Cl)CC(C)(C)C1 (configuration not stated)	i	5%	i	18%	2%	-1%	-12%	-8%	-9%
CC(=O)c1ccc(NC(=O)CN(C)CC(=O)Nc2cccc(F)c2)cc1	-24%	-4%	i	5%	-1%	-3%	-17%	-30%	-6%
Cc1ccc(C(=O)Nc2c(-c3ccccc3)[nH][nH]c2=O)cc1	-23%	6%	i	-1%	·	0%	4%	8%	2%
N#Cc1c(C(F)(F)F)cc(-c2ccco2)nc1SCc1ccccn1	i	8%	i	-4%	·	0%	4%	?	?
CC1=CCC2C(=O)N(CCc3c[nH]c4ccccc34)C(=O)C2C1 (configuration not stated)	-36%[inhibitor][57.5 µM]	?	i	32%	0%	27%	?	0%	-15%
COc1ccc(CCNC(=O)COc2ccc(N(C)S(=O)(=O)c3ccc(C)cc3)cc2)cc1	-13%	?	i	3%	-4%	6%	17%	-1%	26%
COc1cc(/C=C/c2nc(C#N)c(NC(C)c3ccccc3)o2)cc(OC)c1OC (configuration not stated)	i	-11%	·	23%	·	·	0%	?	45%[activator]
Cn1c(CNc2cccc(C(F)(F)F)c2)n[nH]c1=S	i	-5%	i	-9%	0%	4%	7%	-10%	2%
O=C(O)CN1C(=O)/C(=C\c2cc(Br)ccc2OCc2ccc(Cl)cc2)SC1=S	-18%	-37%[inhibitor]	i	38%	2%	-56%[inhibitor]	6%	?	-24%
O=C(CSc1ccccc1C(=O)O)NC1CCCCCC1	-18%	16%	i	-8%	2%	0%	-9%	10%	-1%
Cc1ccccc1OCC(=O)Nc1ccc(C)c(S(=O)(=O)N2CCCCCC2)c1	-28%	17%	i	·	-1%	3%	20%	?	-20%
COc1ccc(CN2C(=O)c3ccccc3C2=O)cc1C(=O)Nc1ccc(C)cc1C	i	-1%	i	-3%	2%	0%	-9%	19%	15%
CC(C)(C)c1nc(C(C)(C)C)c(Br)c(=O)[nH]1	-30%	6%	i	·	-3%	-7%	25%	-2%	-2%
Cc1c(C(=O)NCc2cccnc2)sc2nc(-c3ccc(F)cc3)cn12	-41%[inhibitor]	-12%	i	-3%	-6%	-2%	-14%	33%[activator]	3%
Cc1cc(NC(C)c2ccccc2)n2ncc(-c3ccccc3)c2n1 (configuration not stated)	-24%	-10%	i	38%	-5%	-26%	0%	?	1%
CNc1nc(C(=O)O)nc(N2CCOCC2)n1	i	13%	i	12%	-1%	-6%	-4%	6%	0%
Cc1ccc(C(=O)NCC(=O)OCC(=O)c2ccc3c(c2)OCCO3)cc1C	i	32%	i	22%	-6%	10%	13%	8%	-9%
Cc1nc2c(-c3ccc(F)cc3)c(C)nn2c(C)c1CCC(=O)Nc1ccccc1F	i	-3%	i	-1%	-1%	-13%	-11%	?	4%
O=C(Nc1ccc(Cl)cc1C(F)(F)F)c1cc(S(=O)(=O)N2CCOCC2)ccc1F	i	-15%	·	4%	·	·	-12%	15%	-3%
COc1cccc(Nc2nc(C(N)CCc3ccccc3)cs2)n1 (configuration not stated)	15%	-19%	i	28%	·	-29%	5%	-33%	-10%
COc1ccc(CN(CCC(C)C)S(=O)(=O)c2ccccc2Br)c(OC)c1	i	-2%	i	15%	1%	-1%	16%	?	6%
c1ccc(OCCNc2nc(NCC3CC3)nc3cc(-c4ccccc4)sc23)cc1	-36%[inhibitor]	-15%	i	3%	·	2%	16%	?	?
Cc1ccc2c(CN3CCCCC3C)cc(=O)oc2c1C (configuration not stated)	i	-9%	i	20%	1%	-4%	-24%	?	3%
Cc1ccc(/C(N)=N/OC(=O)C(C)c2ccc([N+](=O)[O-])cc2)cc1 (configuration not stated)	-16%	?	i	-7%	0%	0%	-61%[inhibitor]	?	-3%
Cc1ccc(SCC(=O)Nc2cc(C)on2)cc1	i	24%	·	1%	-1%	·	?	0%	-1%
CN1C(C)(C)CC(=NOC(=O)c2ccccc2)CC1(C)C	-5%[57.5 µM]	14%	i	-2%	-10%	-1%	16%	10%	-1%
COc1cc(C2C3=C(CC(C)(C)CC3=O)N(C)C3=C2C(=O)CC(C)(C)C3)ccc1O	-7%	7%	i	-3%	4%	0%	-2%[1.82 µM]	3%	-7%
O=C(COC(=O)c1cccc(S(=O)(=O)NCc2ccccc2)c1)c1ccccc1	-41%[inhibitor]	-1%	i	1%	1%	2%	6%	?	-6%
